# NadD inh = NadD (S. aureus) enzyme inhibition; purified NadD enzyme, colorimetric absorbance read-out; inhibition, % at 20 µM; 360,000 tested, 0.78% active; AID 602399; in the data active = inhibition above about 26%; also: some compounds past the cut are filed as inactive
# CendR NRP1 mod = alters CendR peptide binding to human NRP-1; O14786; FAM-RPARPAR peptide binding to NRP-1, fluorescence polarization; inhibition, % at 25 µM; 360,000 tested, 0.85% active;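 active = inhibition or corrected inhibition above about 18%, plus a signal ratio from 0.5 to 1.5, limit read from the data, passing the limit was not always enough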; also: strong numbers were not always called active
# Neddyl block = cullin neddylation inhibition | P61081+Q13564 | TR-FRET cullin neddylation, biochemical | calls only at 25 µM | 360,000 tested, 0.58% active; in the data active = inhibition above about 36%
# Target sequence (P61081 whole entry, looked up): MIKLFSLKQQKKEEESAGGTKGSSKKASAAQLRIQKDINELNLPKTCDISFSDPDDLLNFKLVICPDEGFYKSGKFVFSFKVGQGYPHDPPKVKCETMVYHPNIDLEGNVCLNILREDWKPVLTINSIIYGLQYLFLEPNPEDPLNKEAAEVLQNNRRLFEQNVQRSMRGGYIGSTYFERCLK
# Target sequence (Q13564 whole entry, looked up): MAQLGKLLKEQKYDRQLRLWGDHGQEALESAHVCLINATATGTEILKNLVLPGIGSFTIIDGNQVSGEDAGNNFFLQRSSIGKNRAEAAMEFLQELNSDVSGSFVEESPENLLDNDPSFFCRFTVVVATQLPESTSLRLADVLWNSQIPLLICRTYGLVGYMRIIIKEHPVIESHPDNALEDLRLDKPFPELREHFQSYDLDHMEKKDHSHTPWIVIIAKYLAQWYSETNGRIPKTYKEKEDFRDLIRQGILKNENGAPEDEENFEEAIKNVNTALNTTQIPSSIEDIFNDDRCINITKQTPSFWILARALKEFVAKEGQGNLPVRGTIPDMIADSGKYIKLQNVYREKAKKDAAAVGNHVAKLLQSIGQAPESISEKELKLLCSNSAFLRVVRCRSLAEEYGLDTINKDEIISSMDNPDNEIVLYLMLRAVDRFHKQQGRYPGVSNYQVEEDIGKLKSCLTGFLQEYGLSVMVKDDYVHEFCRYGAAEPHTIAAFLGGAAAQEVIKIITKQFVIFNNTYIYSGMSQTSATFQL
# Scp-1 inhibitor = blocks human Scp-1 phosphatase activity. Q9GZU7. Recombinant Scp1, phosphopeptide, malachite green phosphate absorbance. inhibition, % at 20 µM. 340,000 tested, 0.88% active. AID 493091;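 active = inhibition above about 50% at 20 µM, limit read from the data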;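 also: plate controls were DMSO wells with enzyme for no effect and wells lacking enzyme for full effect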
#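 Material – SCP-1 phosphatase catalytic domain, residues 76-261 · Buffer or medium – Acidic Tris acetate buffer with magnesium and detergent · Also added – Phospho 17-mer peptide substrate · Compound – single 20 µM dose, 1% DMSO · Times – 45 min room-temperature reaction, 5 min colour, 30 min stabiliser · Technique – Phosphate-binding colour reagent, absorbance read at 630 nm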
# LMPTP block = blocks human LMPTP phosphatase; P24666; recombinant LMPTP-A, OMFP fluorogenic substrate, fluorescence intensity; inhibition, % at 20 µM; 360,000 tested, 0.22% active; AID 651560;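 active = compounds that cut the enzyme signal by at least half of the control window in the single-dose screen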;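 also: plate controls were DMSO wells with enzyme plus substrate for no effect and substrate without enzyme for full effect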
# Target sequence (P24666 whole entry, looked up): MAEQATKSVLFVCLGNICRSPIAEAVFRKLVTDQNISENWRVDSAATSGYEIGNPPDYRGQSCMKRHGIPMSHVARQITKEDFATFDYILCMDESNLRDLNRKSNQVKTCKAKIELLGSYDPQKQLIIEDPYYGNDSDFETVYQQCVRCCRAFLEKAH
#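 Test system: LMPTP-A phosphatase enzyme; input: 0.625 nM LMPTP-A final; reagent: OMFP substrate, 400 µM final; compound dosing: 20 µM single dose, 3% DMSO; incubation: 50 min dark incubation at room temperature; measured by: endpoint fluorescence intensity from OMFP dephosphorylation; measure: % inhibition relative to no-enzyme and uninhibited control wells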
# Tb MetRS inh = blocks T. brucei methionyl-tRNA synthetase activity; purified T. brucei MetRS, ATP depletion, Kinase-Glo luminescence; inhibition, % at 11.9 µM; 360,000 tested, 0.4% active;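 active = inhibition above a per-plate cutoff of the control wells' mean inhibition plus 3 SD, cut at about 5.5% in these data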;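 also: 0% = DMSO wells median and 100% = median of wells with control inhibitor compound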
#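 technique = Kinase-Glo luminescence, ATP depletion format | system = purified MetRS (methionyl-tRNA synthetase) enzyme from Trypanosoma brucei | timing = 15 min preincubation, 2 h reaction, all 25 °C | evaluation = percent inhibition versus plate control medians | dosing = single dose, 11.9 µM final nominal, 0.9% final DMSO | also added = substrates ATP, L-methionine and bulk Escherichia coli tRNA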
# SUMO1 PPI mod = alters human SUMO1 binding to SIM partners. AID 602429. 360,000 tested, 0.33% active. P63165. SUMO1 binding to a labelled peptide, TR-FRET, 1 h. inhibition, % at 20 µM; in the data active = inhibition above about 37%
# Target sequence (P63165 whole entry, looked up): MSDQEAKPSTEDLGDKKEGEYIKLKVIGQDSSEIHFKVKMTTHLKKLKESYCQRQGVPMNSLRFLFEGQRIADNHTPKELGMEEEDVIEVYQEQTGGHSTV
# SKN-1 inh = C. elegans SKN-1 inhibition. C. elegans VP596 Pgst-4::GFP/RFP ratio, acrylamide-induced, 24 h. inhibition, % at 21.8 µM. 360,000 tested, 0.49% active. AID 624304;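 active = interference check ratio from 0.5 to 1.5 plus GFP to RFP signal ratio inhibition reaching or exceeding a fixed threshold, cut at about 30% in these data, passing the limit was not always enough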; also: some compounds called inactive have numbers as strong as hits
# STEP inh = blocks human striatal-enriched tyrosine phosphatase; AID 588621; P54829; recombinant STEP, OMFP fluorogenic substrate, fluorescence; 360,000 tested, 0.25% active; inhibition, % at 20 µM;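 active = inhibition at 20 µM, scaled per plate between control wells, above about 37%, limit read from the data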;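 also: 0% = DMSO with enzyme and substrate and 100% = substrate only without enzyme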
#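 Assay system: isolated STEP enzyme / Timing: 20 min at room temperature, dark / Doses: 20 µM, 1% DMSO / Technique: fluorescence intensity, excitation 480 nm, emission 540 nm / Reagent: fluorogenic phosphatase substrate OMFP at 25 µM final / Measure: percent inhibition scaled to no-enzyme and uninhibited-enzyme controls, plate-pattern corrected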
# DNMT1 block = DNMT1 (human) enzyme inhibition | P26358 | DNMT1 molecular beacon, Hinp1I cleavage, fluorescence | inhibition (reported as % activation of signal), % at 10 µM | 360,000 tested, 0.83% active | AID 588458; in the data active = inhibition above about 50%
# The depositor's hits bear a star; i = inactive; . = no result given; + = active, no number. These rows are one share of the data, so the mix of outcomes need not match the whole.
SMILES,NadD inh,CendR NRP1 mod,Neddyl block,Scp-1 inhibitor,LMPTP block,Tb MetRS inh,SUMO1 PPI mod,SKN-1 inh,STEP inh,DNMT1 block
FC(F)(F)c1ccccc1CN1CCN(Cc2ccccc2)CC1,-7,0,i,-8,-1.6,-0.2,2,12,2,3
CC1=Nc2ccccc2/C1=C/c1c(O)[nH]c(=O)[nH]c1=O,-3,-6,i,-1,0.4,0.0,-2,36*,0,1
O=C1NC(=O)C(=Cc2ccc(-c3cc(Cl)ccc3[N+](=O)[O-])o2)C(=O)N1,38*,-58,i,69*,23,1.0,11,-1,9,78*
CC(C)CCn1c(=O)c(C(=O)NCc2ccc3c(c2)OCO3)c(O)c2ccccc21,-6,-14,i,-22,2.0,-0.5,-4,4,2,-5
CC12CC(c3ccccc3O1)C(C(=O)OCc1ccccc1)C(=O)N2 (configuration not stated),-2,1,i,-3,0.0,-2.8,0,-48,0,2
CCOC(=O)c1cc(CC)sc1/N=C/C1C(=O)NC(=S)NC1=O,2,-187,i,-9,-0.6,-0.4,-3,26,-6,0
Cc1ccc(CN2CCN(CC(=O)N3CCC4(CC3)OCCO4)C2=O)cc1,-6,-5,i,-12,-1.2,-1.4,1,4,-1,3
O=c1cccc2n1CC1CC2CN(Cc2c(F)cccc2Cl)C1 (configuration not stated),2,9,i,-11,-1.3,-0.2,-1,7,0,1
CC(=O)Nc1ccc(C(c2c(O)c3ccccc3oc2=O)c2c(C)n(C)n(-c3ccccc3)c2=O)cc1 (configuration not stated),1,-6,i,1,-0.6,-0.3,-4,-15,-1,-5
COc1ccc(CNCCc2ccc(Cl)cc2Cl)cc1,0,2,i,0,-4.2,0.1,2,2,0,-4
CCOC(=O)c1c(C)[nH]c(C(=O)C(C)N2CCCC2)c1C (configuration not stated),5,2,i,-9,5.9,0.2,1,3,0,-3
Cc1ccc(S(=O)(=O)N(C)c2ccc(C(=O)NCC3(N(C)C)CCCCC3)cc2)cc1,-10,-2,i,-2,0.4,-0.1,-2,-9,0,0
CCCCP(=O)(O)CCC(=O)O,3,0,i,1,-0.5,0.2,-4,-10,-2,1
O=P(OC1=CCCCC1)(c1ccccc1)c1ccccc1,-4,-7,i,.,-0.3,-0.5,2,-8,-1,0
Cc1ccccc1C(=O)N1Cc2cnnn2-c2ccccc2C1C#N (configuration not stated),9,-8,i,-8,-1.3,-0.6,9,11,-1,8
Cc1nc2ccccc2c(=O)n1-c1cccc(C(F)(F)F)c1,-7,-3,i,-8,-1.1,-1.0,2,-3,0,0
CCC(=Nc1ccc(OC)cc1OC)c1c(O)[nH]c(=O)[nH]c1=O,10,0,i,-2,-1.1,0.0,-2,-8,-1,-3
Cc1cccc(C)c1NC(=O)c1cccn(Cc2ccc3c(c2)OC(F)(F)O3)c1=O,-2,11,i,-4,3.0,-0.4,1,20,-4,-9
Cc1cc(C)n(CCOC(=O)C2C(C=C(Cl)Cl)C2(C)C)n1 (configuration not stated),-4,-1,i,5,-0.2,-1.5,-1,-25,2,-1
Cc1ccc(N2C(=O)NC(=O)/C(=C/c3ccc(OC(=O)c4cccs4)cc3)C2=O)cc1,4,-23,i,-3,-0.7,0.3,3,6,-8,1
COC(=O)C1=C(c2cccc(OCc3ccccc3)c2)C[C@@H]2CC[C@H]1N2C(=O)NCc1ccc(C(C)(C)C)cc1,-6,-3,i,-2,7.6,-0.5,5,26,4,-5
CN1CCN(Cc2nc3ccccc3c(=O)[nH]2)CC1,-4,-16,i,-3,-2.2,-1.5,-2,9,3,1
CCC(=NCCCN(CC)CC)c1c(O)n(C2CCCCC2)c(=O)[nH]c1=O,-5,-26,i,-11,-7.3,0.2,-6,14,-4,-5
CCCCCCN=C(C)c1c(O)n(CCCC)c(=O)[nH]c1=O,-2,6,i,3,1.3,-0.2,0,2,6,0
O=C(COc1ccccc1)N1CCN(C2CCCC2)CC1,3,7,i,4,-2.5,-0.7,4,12,3,-2
# The list goes on.
SMILES,NadD inh,CendR NRP1 mod,Neddyl block,Scp-1 inhibitor,LMPTP block,Tb MetRS inh,SUMO1 PPI mod,SKN-1 inh,STEP inh,DNMT1 block
O=C(c1ccccc1)c1cn(CC(=O)N2CCCC2)c2ccccc12,-2,-1,i,2,-2.2,-0.8,-1,0,1,4
COC(=O)C1=C(N)Oc2c(c(=O)oc3ccccc23)C1c1cccnc1 (configuration not stated),8,12,i,-2,-1.1,0.1,1,8,3,2
CC(=NCC1CCCO1)c1c(O)n(-c2ccc(C)cc2)c(=O)[nH]c1=O (configuration not stated),-1,-4,i,-7,-1.0,-0.3,-1,4,0,2
Cc1cc(N2CCCC2)ccc1C=C(C#N)C#N,2,135,i,-5,-0.9,0.6,-27,52,-2,8
Cc1cc(OCC(=O)N2CCC(C(=O)O)(c3ccccc3)CC2)c2c(C)c(C)c(=O)oc2c1,6,-2,.,-1,-0.5,-1.0,2,-13,2,3
CCC(=Nc1cc(OC)ccc1OC)c1c(O)[nH]c(=O)[nH]c1=O,3,-7,i,-7,0.3,-1.0,-6,-1,0,-3
C=CCn1c(O)c(C(C)=NCc2cccnc2)c(=O)[nH]c1=O,-2,3,i,-6,-3.5,-1.1,-1,23,-2,-3
CCCCOc1ccc(CCN)cc1Cl,-2,2,i,-4,-1.0,-0.5,2,9,0,-3
CC1CN(C(=O)CCC(=O)N2CCC3(CC2)OCCO3)c2cc(Cl)ccc2O1 (configuration not stated),-6,6,i,17,-1.7,-0.7,-5,10,-3,1
C[C@]12CCC3C(CC[C@H]4C[C@@H](O)CC[C@]34C)C1C[C@@H](O)[C@H]2O (some centres not stated),-2,11,i,-12,-1.2,0.2,0,-9,2,5
O=P(NC1CCCCC1)(Oc1ccccc1)Oc1ccccc1,-4,1,i,-10,-0.4,-0.3,4,2,-2,-3
Cc1ccc(NC(=O)c2ccc(C)c(S(=O)(=O)N3CCCCC3)c2)nc1,-3,-4,i,-2,1.0,-0.5,4,12,-4,-2
CC(C)OC(=O)Nc1ccc(N=C(N)N[N+](=O)[O-])cc1,-2,10,i,3,0.0,0.0,-2,2,1,3
CC(N)Cc1c[nH]c2ccc(OCc3cccs3)cc12 (configuration not stated),1,-3,i,-12,-0.1,-0.2,-1,20,0,1
CN1CCN(c2ccc(NC(=O)C(C)(C)C)cc2)CC1,-3,8,i,0,-0.7,0.1,-3,11,9,3
CCn1c(O)c(C=Nc2cc(Cl)ccc2Cl)c(=O)n(CC)c1=O,6,-8,i,-5,-0.8,-0.2,-1,9,-2,-4
C[C@H]1CC[C@H]2NCCN[C@H]2C1,-3,-1,i,4,-3.3,-1.2,2,-14,0,4
Cc1ccccc1N1C(=O)NC(=O)/C(=C\c2ccc3c(c2)CCCN3Cc2ccccc2)C1=O,39*,-315,i,-5,2.7,0.0,3,14,-6,15
Nc1ccc2nonc2c1[N+](=O)[O-],0,123,i,-14,-0.1,-0.3,-23,-13,-14,3
COc1ccc(OCC(=O)N2CCN(CC3CC4C=CC3C4)CC2)cc1 (configuration not stated),1,13,i,0,-0.9,-0.3,-2,-14,0,0
CCOc1cc2c(cc1OCC)-n1cccc1C(c1ccc(OC)c(O)c1)NC2 (configuration not stated),-11,10,i,-3,-1.5,-0.8,1,-6,-2,0
O=c1[nH]c(=O)n(C2CCCCCC2)c(O)c1C=NC1CCN(Cc2ccccc2)CC1,9,-15,i,-5,-1.5,-0.1,-3,-4,-7,-3
COc1ccc2nc(NC(=O)CCc3nc(C4=CCN(C)CC4)no3)sc2c1,3,1,i,-12,0.0,-0.3,-17,-16,-3,-6
COc1ccc(-n2nnnc2C(c2ccccc2OC(F)(F)F)N2CCC(n3c(=O)[nH]c4ccccc43)CC2)cc1 (configuration not stated),24,3,i,.,4.5,-0.9,1,17,-3,-31
COP(=O)(OC)C(NC(=O)C(C)(C)C)=C(Cl)Cl,2,7,i,-5,2.5,-0.3,4,-1,0,2
COP(=S)(OC)SCN1C(=O)c2ccccc2C1=O,-8,-1,i,-9,-0.5,-0.6,-8,-15,8,-5
O=C(/C=C/c1ccc2c(c1)OCO2)c1c(O)n(CCc2ccccc2)c(=O)[nH]c1=O,16,133,i,-7,7.0,0.5,18,-15,1,-8
CC1(C)Cc2c(sc3c2C(=O)NC(c2cccnc2)N3)CO1 (configuration not stated),-2,-14,+,-8,-1.1,-0.4,-2,17,2,-2
O=C1NC(=O)C(=Cc2coc3ccc(O)cc3c2=O)C(=O)N1,2,-37,i,2,-0.3,-0.5,4,4,2,6

# Some of the entries above, reformatted:
SMILES	NadD inh	CendR NRP1 mod	Neddyl block	Scp-1 inhibitor	LMPTP block	Tb MetRS inh	SUMO1 PPI mod	SKN-1 inh	STEP inh	DNMT1 block
CCOc1cc2c(cc1OCC)-n1cccc1C(c1ccc(OC)c(O)c1)NC2 (configuration not stated)	-11	10	i	-3	-1.5	-0.8	1	-6	-2	0
O=c1[nH]c(=O)n(C2CCCCCC2)c(O)c1C=NC1CCN(Cc2ccccc2)CC1	9	-15	i	-5	-1.5	-0.1	-3	-4	-7	-3
COc1ccc2nc(NC(=O)CCc3nc(C4=CCN(C)CC4)no3)sc2c1	3	1	i	-12	0.0	-0.3	-17	-16	-3	-6
COc1ccc(-n2nnnc2C(c2ccccc2OC(F)(F)F)N2CCC(n3c(=O)[nH]c4ccccc43)CC2)cc1 (configuration not stated)	24	3	i	.	4.5	-0.9	1	17	-3	-31
COP(=O)(OC)C(NC(=O)C(C)(C)C)=C(Cl)Cl	2	7	i	-5	2.5	-0.3	4	-1	0	2
COP(=S)(OC)SCN1C(=O)c2ccccc2C1=O	-8	-1	i	-9	-0.5	-0.6	-8	-15	8	-5
O=C(/C=C/c1ccc2c(c1)OCO2)c1c(O)n(CCc2ccccc2)c(=O)[nH]c1=O	16	133	i	-7	7.0	0.5	18	-15	1	-8
CC1(C)Cc2c(sc3c2C(=O)NC(c2cccnc2)N3)CO1 (configuration not stated)	-2	-14	+	-8	-1.1	-0.4	-2	17	2	-2
O=C1NC(=O)C(=Cc2coc3ccc(O)cc3c2=O)C(=O)N1	2	-37	i	2	-0.3	-0.5	4	4	2	6

# Screens from PubChem.
